Screens as filed in PubChem BioAssay.
ELG1 DNA repair: ELG1-dependent DNA repair inhibition; 2.3% of 330,000 active; AID 504467; Potency, µM (series often up to 46.1 µM), inactives show at the highest dose activity change, negative = inhibition, most hits filed as inhibitors; HEK293T ELG1-luciferase reporter, luminescence, 16 h; DNA damage induced by 5-fluorouridine; further: potency means the concentration at half of the fitted maximal effect; on the % scale 0 is the no-effect control and ±100 the full control effect; nearly all actives have a fitted effect of over 55% in size
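Quantitative HTS, concentration-response format. 2,000 cells/well co-treated with 5-fluorouridine and compound, 16 hr in 5% CO2 at 37 °C; ONE-Glo luminescence read after 30 min.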
PTAP TSG101 blk: blocks PTAP/TSG101 interaction to inhibit HIV-1 budding; Fluorescence polarization, FITC-PTAP peptide / Tsg101 binding; Potency, µM (series often up to 115 µM), inactives show top-dose activity change, negative = inhibition, most hits filed as inhibitors; 340,000 tested, under 10 active; AID 493005; active means well fitted inhibition curve with a large enough effect in the main read-out, with a control signal flat, not every such curve was filed as active; inconclusive means small, poorly fitted or top-dose-only effect, or effect the other way, or a change in a side signal; inactive means no such curve, though single readings can be large or run the other way; further: potency means the concentration at half of the fitted maximal effect; % of control where 0% means no effect
Target sequence (Q99816 whole entry, looked up): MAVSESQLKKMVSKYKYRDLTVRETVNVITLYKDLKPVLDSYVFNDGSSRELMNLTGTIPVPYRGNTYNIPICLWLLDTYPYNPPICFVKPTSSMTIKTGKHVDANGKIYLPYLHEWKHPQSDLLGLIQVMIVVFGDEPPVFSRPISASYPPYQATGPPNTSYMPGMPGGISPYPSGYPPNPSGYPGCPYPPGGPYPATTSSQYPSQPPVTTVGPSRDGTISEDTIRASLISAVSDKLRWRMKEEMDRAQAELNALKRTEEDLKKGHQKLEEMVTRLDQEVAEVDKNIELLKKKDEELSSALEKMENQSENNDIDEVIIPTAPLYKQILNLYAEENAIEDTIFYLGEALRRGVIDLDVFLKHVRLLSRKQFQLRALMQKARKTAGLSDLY
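FP read-out: FITC-PTAP peptide, 50 nM final, binding Tsg101 binding domain, 10 uM final; 20 min, r.t.; 10 mM HEPES pH 7.5, 0.15 M NaCl, 0.01% Tween 20, 3 mM EDTA, 0.1 mM TCEP.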
Eya2 phos inh: blocks the phosphatase activity of human Eya2; O00167; recombinant Eya2, OMFP fluorescence dephosphorylation (OMFP is methylfluorescein phosphate); Potency, µM (series often up to 76.9 µM), for the others: at the top dose activity, negative = inhibition, hits mostly inhibitors; 0.006% of 330,000 active; further: potency means the concentration at half of the fitted maximal effect; on the % scale 0 is the no-effect control and ±100 the full control effect
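Eya2 protein (added as 0.2 uM solution) was preincubated with compound for 10 min at ambient temperature in 50 mM HEPES pH 7.5, 50 mM NaCl, 5 uM MgCl2, 0.05% BSA, 1 mM DTT. OMFP (added at 50 uM) then reacted 10 min; fluorescence read at 485/525 nm.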
AT treatment: potential ataxia-telangiectasia treatments restoring KAP-1 phosphorylation | 0.19% of 320,000 active | […] A-T fibroblasts, KAP-1 phosphorylation AlphaLISA; neocarzinostatin DNA damage 30 min before lysis | Potency, µM (top dose mostly 57.5 µM), inactives show at the highest dose activation, most hits filed as activators | AID 485349; further: potency means the concentration at half of the fitted maximal effect; % of control where 0% means no effect; nearly all actives have a fitted effect of over 45% in size
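hTERT-immortalized A-T patient fibroblasts ([…]), 500 cells/well in OPTI-MEM, 1% FBS, got compounds for 60 min, then NCS for 30 min at 37C. Lysates were then assayed for phospho-KAP-1 by AlphaLISA (anti-pKAP1 donor, anti-KAP1 acceptor beads), 6 hr at 25C.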
TCR act: activates T cell receptor signaling; 330,000 tested, under 10 active; Potency, µM (highest dose often 9.22 µM), inactives show at the highest dose activation of IL-2 secretion, actives largely listed as activators; primary human leukocytes, anti-CD3, IL-2 HTRF, 48 h; further: % of control where 0% means no effect
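Primary human leukocytes were stimulated with a-CD3 beads plus compounds for 48 hr without co-stimulation; secreted IL-2 was quantified by HTRF using a-IL-2-K (europium cryptate) and a-IL-2-d2, excited at 320nm with acceptor emission read at 665nm.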
Integrin act MD: activates integrin-mediated alleviation for muscular dystrophy | Potency, µM (highest dose often 38.3 µM), for inactives: top-dose activation, usual class: activators | AID 624291 | alpha7betagal myoblasts, beta-gal FDG fluorescence, 48 h | 0.064% of 350,000 active;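 further: potency means the concentration at half of the fitted maximal effect; 100% = response of the positive control SU9516; nearly all actives have a fitted effect of over 60% in size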
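alpha7betagal+/- myoblasts (passage 13, 250/well) treated 48 h at 37C with compounds at 1:260 dilution of DMSO stock. Lysed, then beta-galactosidase activity read as FDG fluorescence (ex 480/em 540) after 30 min, with pre-read for autofluorescence.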
Tb PFK block: T. brucei PFK enzyme inhibition. T. brucei PFK, ADP-Glo luminescence. Potency, µM (series often up to 57.5 µM), for inactives: at the top dose activity, negative = inhibition, actives largely listed as inhibitors. 0.17% of 330,000 active;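 further: potency means the concentration at half of the fitted maximal effect; 0% = uninhibited 1x PFK enzyme wells and -100% = no-enzyme wells; nearly all actives have a fitted effect of over 60% in size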
Target sequence (O15648 whole entry, looked up): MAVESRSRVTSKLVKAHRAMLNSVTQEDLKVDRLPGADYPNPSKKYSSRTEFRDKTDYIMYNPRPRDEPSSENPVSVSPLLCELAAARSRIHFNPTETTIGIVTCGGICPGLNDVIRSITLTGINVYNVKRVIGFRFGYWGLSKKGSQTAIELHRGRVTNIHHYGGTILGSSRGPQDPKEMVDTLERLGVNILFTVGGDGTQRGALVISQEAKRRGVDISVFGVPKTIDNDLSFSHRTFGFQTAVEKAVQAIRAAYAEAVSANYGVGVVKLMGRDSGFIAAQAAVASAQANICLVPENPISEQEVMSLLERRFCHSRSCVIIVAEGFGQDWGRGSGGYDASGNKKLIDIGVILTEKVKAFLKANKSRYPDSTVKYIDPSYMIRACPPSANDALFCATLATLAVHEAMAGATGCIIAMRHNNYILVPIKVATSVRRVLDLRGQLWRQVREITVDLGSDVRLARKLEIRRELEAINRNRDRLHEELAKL
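1.25 nM PFK with 0.5 mM F6P and 0.1 mM ATP in 0.1 M TEA pH 8.0, 5 mM MgCl2, incubated 45 min at room temperature; ADP measured by ADP-Glo luminescence; compounds titrated up to 57 uM.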
TSHR antag: human thyrotropin receptor antagonism; P16473; TSHR-expressing cells, TSH-stimulated cAMP HTRF, 2 h; active compounds read low; activity change, negative = inhibition, % at 11.5 µM; 0.2% of 330,000 active;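 active means activity change below a set negative limit, meaning inhibition stronger than a set level, cut at about -70% in these data; inconclusive means activity change between two set negative limits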; further: on the % scale 0 is the no-effect control and ±100 the full control effect
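Cell-based HTRF cAMP assay; TSHR cells + compound, TSH EC80 (4nM final), 2 h, 37 deg C. Lysis with anti-cAMP cryptate and cAMP-d2, 30 min RT, read 665/620 nm.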
BCR signal inh: blocks chronic active B-cell receptor signaling; 0.05% of 340,000 active; ABC-DLBCL IkBa-CBG/CBR reporter, luminescence ratio, 4 h; AID 493014; Potency, µM (highest dose often 46.1 µM), without a hit: at the top dose ratio change, negative = lower green/red ratio, actives largely listed as inhibitors; active means well fitted inhibition curve with a large enough effect in the signal ratio, with a control signal flat, not every such curve was filed as active; inconclusive means small, poorly fitted or top-dose-only effect, or effect the other way, or a change in a side signal; the % refers to the signal ratio;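 further: potency means the concentration at half of the fitted maximal effect; plate controls were basal doxycycline-induced cells for no effect and cells given 10 µM MG132 for full effect; MG132 reads +100%, hits lower the ratio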
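Concentration-response series (up to 46 uM) were applied to TMD8 dual-reporter cells for 4 h at 37C with doxycycline. Green/red ratio, after filter-overlap correction, defined %Activity; red signal alone was normalised to basal cells and zero luminescence.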
S-ASM inh: human S-ASM enzyme inhibition. 0.006% of 340,000 active. placental ASM, HMU-PC fluorogenic substrate, 60 min. Potency, µM (doses to about 57.5 µM), inactives show top-dose activity change, negative = inhibition, hits mostly inhibitors. P17405. AID 504937; further: potency means the concentration at half of the fitted maximal effect
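qHTS format. ASM enzyme prepared from human placenta hydrolyses the fluorogenic substrate HMU-PC0 (9 uM final) over 60 min at 37 °C after a 10 min compound preincubation.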
Mito fusion act: mitochondrial division inhibition or fusion activation; S. cerevisiae fusion-defective mutant growth rescue, CellTiterGlo 48 h; 0.23% of 320,000 active; Potency, µM (top dose mostly 46.1 µM), inactives show top-dose growth rescue (activation), most hits filed as activators;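 further: potency means the concentration at half of the fitted maximal effect; % of control where 0% means no effect; nearly all actives have a fitted effect of over 45% in size; temperature-sensitive fusion mutants such as fzo1-1 at 37 °C on non-fermentable ethanol glycerol medium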
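Temperature-sensitive fusion-defective S. cerevisiae (e.g. fzo1-1, mgm1-5) were grown with compound in YPEG medium (3% ethanol, 3% glycerol) for 48 hours at 37C. Growth rescue was measured as viability by CellTiterGlo luminescence after 10 minutes at ambient.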
Starred values were filed as active, the others as inactive; i = inactive; u = inconclusive; x = no result given; [ ] = another dose, or the depositor's remark. Unless noted, the call rests on the fitted dose curve; in most records, active means well fitted curve in the direction sought with a large enough effect; inconclusive means small, poorly fitted or top-dose-only effect, or another doubt; inactive means no such curve, though single readings can be large; an effect the other way counts as inactive or inconclusive.

SMILES	ELG1 DNA repair	PTAP TSG101 blk	Eya2 phos inh	AT treatment	TCR act	Integrin act MD	Tb PFK block	TSHR antag	BCR signal inh	S-ASM inh	Mito fusion act
CCOc1ccc2nc(NCCCO)[nH]c2c1	-6.1%	-9.3%	-7.3%	2.2%	-1.5%[46.1 µM]	-18.3%	-2.7%	9.4	u	2.6%	-2.5%
O=C(CNC(c1ccccc1)c1ccccc1)Nc1ccccc1F	-10.7%	-5.6%	2.0%	13.2%	6.1%	4.3%	0.6%	3.1	-0.5%	-3.7%	10.6%
Cc1ccc(C2NCCS2)cc1 (stereo not given)	-7.3%	-10.9%	-0.6%	7.1%	-2.1%	17.6%	-10.7%	1.6	-13.4%	0.5%	-3.6%
COc1ccc(Cl)cc1C(=O)Nc1ccc(S(N)(=O)=O)cc1	-10.2%	0.8%	-7.0%	10.9%	4.5%	-12.9%	-0.1%	2.3	8.6%	-12.9%	9.2%
Fc1cccc2sc(Nc3nc4ccccc4s3)nc12	u	-0.9%	3.1%	4.0%	-8.1%[46.1 µM]	-38.1%[inhibitor]	-2.2%	-11.5	u	70.1%[activator]	-12.6%
Cc1ccc(S(=O)(=O)N2CCC(=O)N(C(COCc3ccc(Cl)c(Cl)c3)Cc3ccccc3)CC2)cc1 (stereo not given)	-15.8%	-7.7%	4.2%	11.5%	-1.1%	18.8%	3.4%	-2.0	2.6%	1.6%	-3.4%
COCCCNC(=O)C1CC(=O)N(c2ccc(C)cc2)C1 (stereo not given)	8.6%	-2.6%	-10.8%	-3.8%	4.5%	13.1%	2.4%	4.8	-1.2%	-0.5%	-1.9%
O=C(CCCCCn1c(=O)[nH]c2ccccc2c1=O)NCCc1c[nH]c2ccccc12	u	-2.1%	-2.9%	-0.2%	2.3%	-5.8%	-4.0%	3.6	-14.3%	-0.8%	-0.4%
Cc1oc(-c2ccccc2)nc1CS(=O)CC(=O)O (stereo not given)	3.1%	-3.6%	23.2%	5.5%	-4.4%	8.6%	1.2%	-4.3	u	-0.3%	2.2%
CCc1nnc(N2C(=O)c3cccc4cccc(c34)C2=O)s1	20.4%	2.1%	5.4%	6.1%	-1.5%	15.4%	3.2%	12.5	-7.8%	3.2%	-9.4%
Cc1ccc(-n2nc(C)c(NC(=O)COC(=O)c3ccccc3NCCO)c2C)cc1	u	-4.7%	25.9%	28.5%	4.3%	-24.1%	12.9%	18.2	u	i	-3.1%
Cc1[nH][nH]c(=O)c1C(c1ccc(O)c([N+](=O)[O-])c1)c1c(C)[nH][nH]c1=O	16.4%	-1.8%	-2.7%	2.4%	1.4%[46.1 µM]	5.3%	9.3%	-2.9	u	1.0%	-2.7%
CCc1cccc(NC(=O)NC2CCCCC2)c1	u	1.5%	0.9%	-2.1%	-4.2%	4.5%	1.6%	-9.3	-0.5%	0.1%	-9.8%
Cc1ccc(CN2CCN(C(=O)CCN3C(=O)c4ccccc4C3=O)CC2)cc1	-22.2%	-10.9%	16.4%	7.4%	-0.8%	-8.8%	-0.9%	-2.2	0.0%	1.4%	1.2%
O=C(CN1CCc2ccccc21)Nc1ccc2c(c1)OCO2	18.6%	0.0%	-27.5%	-1.4%	-11.9%	-9.1%	6.4%	-7.1	-25.1%	-0.9%	-1.3%
Cc1ccc(S(=O)(=O)NCCN=Cc2ccc(N(C)C)cc2)cc1	1.1%	-2.2%	11.8%	5.4%	-2.9%	-2.4%	-0.8%	-9.4	0.0%	-0.2%	3.5%
Cc1csc2ncc(C(=O)Nc3ccc(C(F)(F)F)cc3)c(=O)n12	-1.1%	-1.5%	-20.6%	-3.7%	-4.7%	17.1%	0.2%	4.7	-5.9%	40.0%	9.6%
COc1ccc(CNC(=O)c2cccc3c2C(=O)N(Cc2cccnc2)C3)cc1	-18.4%	-2.9%	-18.2%	-4.3%	-0.4%	-7.8%	0.2%	-10.9	u	0.0%	0.7%
CC1(C)CC(=O)c2sc(N)nc2C1	20.8%	-8.8%	-0.7%	3.8%	-3.8%	10.3%	-1.5%	-5.9	4.0%	1.4%	-1.2%
COc1cc(/C=N/NC(=O)C2COc3ccccc3O2)cc(OC)c1OC (stereo not given)	-19.2%	-0.6%	-1.0%	0.1%	-4.8%	-24.7%	-3.4%	-4.0	2.9%	1.2%	-2.8%
O=C1C=C(N2CCCCC2)C2(CCCCC2)O1	10.6%	-0.5%	0.4%	-1.6%	-11.3%	-3.1%	-3.4%	8.2	3.2%	3.2%	-5.0%
Cc1ccc(S(=O)(=O)NCCC(=O)OCC(=O)N(Cc2ccccc2)C(C)(C)C)cc1C	-6.6%	-1.4%	-20.9%	-12.0%	-1.5%	12.2%	-0.8%	-11.7	u	0.5%	16.5%
O=C(Nc1ccc(Br)c2cccnc12)c1ccc(Cn2cc([N+](=O)[O-])cn2)o1	13.7%	0.4%	4.5%	8.8%	-3.0%	-3.9%	1.8%	-6.4	u	-0.1%	5.3%
CN(C)C=Nc1ncc2c3ccccc3n(Cc3ccccc3)c2c1C#N	-4.3%	-3.0%	-9.0%	1.3%	-5.7%	-1.8%	-0.4%	-0.5	2.7%	10.2%	2.9%
CC(C)C(=O)Nc1ccc(Nc2ccccc2)cc1	20.1%	-6.8%	-3.1%	-5.3%	0.8%	29.3%	-2.6%	6.3	u	0.2%	3.5%
CCOC(=O)N1CCC(C(N)=O)CC1	8.2%	1.0%	1.1%	-1.0%	-8.5%	-8.5%	5.2%	-7.4	20.8%	1.0%	-0.6%
Cc1ccccc1C(=O)O/N=C/c1c(N2CCOCC2)n(C)c2ccccc12	u	-6.4%	-10.1%	22.9%	9.6%	-26.6%	4.1%	2.2	-7.6%	-4.5%	-6.8%
COc1cc(NC(=O)C(=O)NCCN2CCNCC2)c(OC)cc1Cl	-1.4%	-5.2%	10.9%	-1.1%	5.8%	-4.8%	-4.7%	1.0	-8.6%	3.5%	1.5%
O=C(Nc1ccccc1)c1cccc(=O)o1	u	0.8%	5.8%	-0.6%	-2.6%	10.7%	-0.6%	-5.3	u	-3.9%	-3.4%
Cc1cc(C)n(CC(=O)NNC(=O)CCCOc2ccc(Cl)c(C)c2)n1	-21.1%	6.1%	5.8%	4.6%	-1.2%	-19.5%	-9.2%	8.1	0.8%	2.4%	0.7%
Cc1ccc(S(=O)(=O)NC2CC(C)(C)NC(C)(C)C2)c(C)c1C	u	-0.7%	4.2%	8.7%	x	-10.8%	-4.0%	-7.1	-1.6%	0.5%	1.6%
c1csc(-c2nn3c(Cn4cnc5ccccc54)nnc3s2)c1	2.1%	-5.7%	5.3%	1.9%	-0.6%	-35.7%	-4.9%	-4.5	-20.5%	1.4%	4.5%
C=C(C)C(=O)Oc1ccc(N2C(=O)CCC2=O)cc1	u	1.1%	-23.0%	22.4µM*	12.6%	-29.9%	-4.2%	22.3	u	1.4%	-7.5%
O=C(Cc1cccs1)N1CCN(S(=O)(=O)c2ccc(F)cc2)CC1	6.6%	-2.8%	12.1%	4.7%	-0.9%	-11.6%	0.9%	6.7	13.3%	1.3%	4.7%
Cc1ccc2ccccc2c1Cn1c(-n2ccnc2)nc2c1c(=O)n(C)c(=O)n2C	-8.4%	-3.4%	-1.4%	x	6.4%	-2.4%	1.9%	1.5	-22.4%	1.1%	-2.3%
O=C(CCN1CCCCC1)NCC1OCCc2ccccc21 (stereo not given)	18.8%	6.2%	-32.5%	-1.0%	x	12.8%[7.66 µM]	-1.4%	0.0	-1.0%	5.7%	-3.6%
